# Screening data from PubChem.
# Shiga toxin inh = Shiga toxin inhibition; Vero cells, Shiga toxin protein synthesis inhibition reporter; inhibition, % at 38.7 µM; 290,000 compounds, 9.2% hits; in the data active means inhibition mostly above about 28%, no sharp cut-off; inactive means mostly below about 43%; further: 0% is about no effect
# Cycloheximide cs = counter-screen for Shiga toxin inhibitors: cycloheximide protein synthesis inhibition; cell reporter, cycloheximide protein synthesis inhibition counterscreen; max response, %; 300,000 compounds, 12% hits; AID 2314; in the data active means max response mostly above about 13%, no sharp cut-off; inactive means mostly below about 14%; further: read at 38.3 µM for the half of the compounds with a filed dose; 0% is about no effect
# HCV inh = blocks hepatitis C virus; Huh7.5.1 HCVcc-Cre infection, luciferase reporter, 44 h; Potency, µM (top dose mostly 41.8 µM), for inactives: at the top dose activity change, negative = inhibition, most hits filed as inhibitors; 340,000 compounds, 3.4% hits; AID 651820; further: potency means the concentration at half of the fitted maximal effect; on the % scale 0 is the no-effect control and ±100 the full control effect
#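 HCVcc-Cre virus at an moi near 0.5 was added right after compound to cells cultured 4 h from seeding (1,000 cells/well). Luciferase activity was determined 44 h later, 15 min after substrate addition at RT.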
# Pf growth 96h = inhibits malaria parasite growth, 96 h. P. falciparum luciferase reporter growth, 96 h. Potency, µM (top dose mostly 28.7 µM), for inactives: at the highest dose activity change, negative = inhibition, actives largely listed as inhibitors. 320,000 compounds, 6.9% hits. AID 504834; further: potency means the concentration at half of the fitted maximal effect; on the % scale 0 is the no-effect control and ±100 the full control effect
#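 Parasite growth measured via integrated firefly luciferase reporter in P. falciparum. Infected erythrocytes at 2% hematocrit, 0.05% parasitemia final were treated 96 hours at 37 C under 5% CO2, and luminescence was read.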
# Giardia FBPA inh = Giardia lamblia aldolase inhibition | purified Giardia FBPA | Potency, µM (top dose mostly 59.6 µM), for the others: top-dose activity, negative = inhibition, most hits filed as inhibitors | 290,000 compounds, 0.71% hits | AID 2451; further: potency means the concentration at half of the fitted maximal effect; on the % scale 0 is the no-effect control and ±100 the full control effect; nearly all actives have a fitted effect of over 55% in size
# Target sequence (A8B2U2 whole entry, looked up): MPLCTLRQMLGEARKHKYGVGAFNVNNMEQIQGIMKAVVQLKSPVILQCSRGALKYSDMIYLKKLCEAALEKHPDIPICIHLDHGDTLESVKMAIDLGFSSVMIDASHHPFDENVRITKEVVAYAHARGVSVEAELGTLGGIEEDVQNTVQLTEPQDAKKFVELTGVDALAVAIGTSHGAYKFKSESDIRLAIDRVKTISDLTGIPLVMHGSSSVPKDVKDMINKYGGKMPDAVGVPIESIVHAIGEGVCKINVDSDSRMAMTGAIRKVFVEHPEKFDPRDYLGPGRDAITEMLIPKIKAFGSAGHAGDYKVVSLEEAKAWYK
#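 40 nM FBPA preincubated 10 min at RT with compound (up to 57.5 uM final), then substrate plus GAPDH/TPI/NAD/arsenate coupling and diaphorase/resazurin added. Fluorescence read after 20 min at RT, 525/598 nm.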
# Pf growth 48h = inhibits P. falciparum growth in the first generation, 48 h; 310,000 compounds, 5.9% hits; P. falciparum luciferase growth in erythrocytes, 48 h; Potency, µM (highest dose often 28.7 µM), for inactives: at the highest dose activity change, negative = inhibition, hits mostly inhibitors; AID 504832; further: potency means the concentration at half of the fitted maximal effect; on the % scale 0 is the no-effect control and ±100 the full control effect
#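 Growth was read as firefly luciferase luminescence after a 48 h, 37 C, 5% CO2 exposure of compounds to reporter-bearing P. falciparum cultures (0.1% parasitemia, 2% hematocrit final) in Albumax-supplemented RPMI 1640.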
# * hit, by the source's call; ? = inconclusive; / = no result given; & = joins results of further samples; [ ] = dose if it differs, or a comment. Unless noted, the call rests on the fitted dose curve; in most records, active means well fitted curve in the direction sought with a large enough effect; inconclusive means small, poorly fitted or top-dose-only effect, or another doubt; inactive means no such curve, though single readings can be large; an effect the other way counts as inactive or inconclusive.
SMILES,Shiga toxin inh,Cycloheximide cs,HCV inh,Pf growth 96h,Giardia FBPA inh,Pf growth 48h
CCN1CCN(CCCN(Cc2ccco2)C(=S)Nc2ccc(Cl)c(C)c2)CC1,4,1,?,?,1%,?
O=C(O)CCN=C1CCCc2ccccc2N1,-11,7,10%,8%,-3%,-4%
COc1ccc(CCNCc2ccc(OCc3ccc(Cl)nc3)c(OC)c2)cc1OC,-7,-1,?,12µM*,4%,/
Cc1nc2cc(NC(=O)N3CCCCC3)ccc2n1C,44*,19*,23%,?,8%,96%[activator]
CC(C)(C)NC(=O)COC(=O)c1snc(C(=O)NC2CCCCC2)c1N,37*,18*,7.1µM*,-14%,1%,4%
COc1ccc(NC(=O)N2CCN(C(=O)c3ccco3)CC2)c(OC)c1,2,-2,-11%,?,/,-1%
O=C1c2cccc3cccc(c23)C(=O)N1c1ccncc1,-4,-1,?,34%[activator],-1%,0%
COc1ccc(NC(=O)CSc2nnnn2C)c([N+](=O)[O-])c1,9,6,-4%,-1%,-6%,23%
O=c1c2cccc3c2c(nn1CN1CCOCC1)-c1ccccc1-3,2,3,?,?,3%,46%[activator]
O=C(O)CC(NS(=O)(=O)Cc1ccccc1)c1cccc([N+](=O)[O-])c1 (configuration not stated),-5,-5,10%,-17%,4%,32%
Cc1ccc(NC(=S)N2CCN(Cc3ccccc3)CC2)c(C)c1,19,7,19%,?,-5%,13%
CC1(C)CC(NS(=O)(=O)c2ccccc2)CC(C)(C)N1,11,8,15%,6%,-7%,8%
NC(=O)c1nn(-c2ccccc2)nc1NC(=O)CN1CCOCC1,-7,-5,-1%,21%,-5%,-13%
O=C(Cc1ccc(-c2ccccc2)cc1)NCc1cccnc1,12,12,?,-10%,1%,-14%
OCCC1CN(Cc2nc3ccccc3[nH]2)CCN1C1CCCC1 (configuration not stated),-15,1,5%,10%,-2%,8%
CCCn1c(N)c(C(=O)CSc2nnc3n2CCCCC3)c(=O)n(C)c1=O,/,/,5%,-8%,/,4%
N#C/C(=N\Nc1c(Cl)cccc1Cl)C(=O)NN,-12,14,10%,/,-16%,21%
Brc1ccccc1/C=N/Nc1ccccn1,51*,24*,4%,144%[activator],1%,99%[activator]
CO[C@H]1[C@@H](O)[C@@H](C)O[C@H](O[C@H]2[C@H](Oc3cccc4c(O)c5c(=O)oc6ccc(C)c7c(=O)oc(c34)c5c67)O[C@H](C)[C@H](O)[C@@H]2O)[C@@H]1O,18,-1,/,/,?,/
O=C(Nn1cnnc1)c1ccc(OC(F)(F)C(F)C(F)(F)F)cc1 (configuration not stated),-2,-2,21%,11%,2%,8%
O=C(CSc1nnc(-c2ccco2)o1)c1ccc(F)c(F)c1,22,7,8%,11%,1%,6%
COc1ccc(C(=O)CSc2nnc(NC(=O)C3CC(=O)N(c4ccccc4)C3)s2)cc1 (configuration not stated),-14,-2,15%,-27%,0%,12%
COc1ccc(CCNC(=O)c2cc(-c3ccc4c(c3)OCO4)on2)cc1OC,-10,-2,/,16%,5%,7%
CC1CCc2cc(F)ccc2N1C(=O)CSc1nnc2c(n1)[nH]c1ccc(F)cc12 (configuration not stated),-2,3,?,?,-14%,1µM*
COCCCNC(=O)C1CCC(CNS(=O)(=O)c2ccc(OC)cc2)CC1 (configuration not stated),-6,-3,23%,34%[activator],2%,?
COc1ccc(CN(C)CC(=O)Nc2c(C)cccc2C)c(OC)c1,-10,-3,?,2%,6%,?
CC(C)CCn1c(N2CCCC2)nc2c1c(=O)n(C)c(=O)n2C,-8,-3,0%,?,6%,71%[activator]
COc1ccc(C2C(=O)c3ccccc3C2=O)cc1,23,9,?,?,6%&-4%,?
C/C(=N/OC(=O)C1CC1)c1cc(-c2ccc(Cl)cc2)no1,29,18*,?,203%[activator],3%,325%[activator]
O=C(NC1CCCCCC1)c1ccco1,10,12*,4%,?,/,18%
CCCN(C(=O)c1cccs1)c1c(N)n(Cc2ccccc2)c(=O)[nH]c1=O,/,/,-3%,?,/,0%
CC(C)CCN(C(=O)c1csnn1)C(C(=O)NC1CCCCC1)c1ccc(F)cc1 (configuration not stated),2,-1,-13%,3%,/,?
FC(F)c1nnc2ccc(Cl)nn12,-9,-6,10%,32%[activator],-1%,?
O=S(=O)(Nc1nc2ccccc2nc1Nc1ccc2c(c1)OCO2)c1ccc(F)cc1,-4,1,?,11%,3%,2%
CN(C)S(=O)(=O)N1CCN(c2ccccc2)CC1,-12,1,25%,17%,1%,/
CCc1noc(C)c1C(=O)N(C)CC(=O)Nc1ccccc1C(F)(F)F,/,/,-10%,19%,/,-7%
COc1cc2c(cc1OC)C(c1cc(OC)c(OC)cc1[N+](=O)[O-])N(C(C)=O)CC2 (configuration not stated),16,2,-15%,0%,-5%,14%
C=CCOC(=O)C1=C(C)N=C2SCCC(=O)N2C1c1cccs1 (configuration not stated),-18,0,17%,/,5%,?
O=C(c1cccs1)N1CCN(c2cc(Cl)ccc2Cl)CC1,-2,1,?,?,8%,-10%
CCCc1cc(C(=O)Nc2cc(Cl)ccc2O)no1,92*,31*,-8%,?,8%,?
CCC(Cc1ccccc1)n1c(=S)[nH]c2ccccc2c1=O (configuration not stated),6,11,2%,42%[activator],-10%,?
Cc1cc(C)c(C)c(S(=O)(=O)N2CCSCC2)c1C,-4,-2,5%,0%,-10%,-9%
Cc1cccc(NC(=O)CN2CCN(C(=O)COc3cccc(Br)c3)CC2)c1C,/,/,-28%,?,/,?
COC(=O)CCC(=O)Nc1ccc(NC(C)=O)cc1,10,1,6%,?,2%,?
CC(=O)c1c(N2CCN(C(=O)c3ccco3)CC2)nc(=S)n(-c2ccccc2)c1C,-7,-3,15%,/,-19%,8%
CCc1ccc(N2C(=O)NC(=O)C(CCc3ccncc3)(CCc3ccncc3)C2=O)cc1,14,1,8%,1%,6%,?
O=c1cc2c(nn1Cc1ccccc1Cl)-c1ccccc1CC2,-16,-2,1%,/,-1%,?
CC(=O)c1ccc(NC(=O)Nc2ccncc2)cc1,57*,28*,-19%,5%,0%,?
O=C(NNC(=O)C1CCCN(S(=O)(=O)c2cccc(F)c2)C1)C1CC1 (configuration not stated),-10,-2,3%,?,3%,5%
CCN(CCO)c1ncnc2onc(-c3ccc(F)cc3)c12,-4,-1,2%,12%,9%,/
COc1ccc(C2C(C(=O)N3CCC(C)CC3)c3ccccc3C(=O)N2C)cc1 (configuration not stated),-3,-3,0%,?,3%,1%
Cc1sc(-c2ccccn2)nc1OC(=O)c1ccc(F)cc1F,8,5,-10%,-12%,-16%,12%
CC1CCCCC1NC(=O)CNC(=O)c1cccs1 (configuration not stated),/,/,18%,-4%,/,8%
Nc1c(-c2ccccc2)c(CN2CCOCC2)nn1-c1ccccc1,-12,-9,-2%,?,-1%,-13%
COc1ccc(-n2ncc3c2CC(C)(C)CC3NC(=O)c2c(C)cc(=O)oc2C)cc1 (configuration not stated),-9,1,-9%,26%,-3%,?
Cc1ccc(S(=O)(=O)N2CCC(C(=O)NC3CCCC3)CC2)cc1Cl,-5,-5,-4%,1.3µM*,7%,?
Cc1ccc(N(Cc2ccc(C(=O)NN=C3CCN(C)CC3)cc2)S(C)(=O)=O)cc1C,-3,-1,-6%,8%,-1%,?
Cc1ccc(Cn2nnc3c(=O)[nH]c(C4CCN(S(=O)(=O)c5ccccc5F)CC4)nc32)cc1,3,-4,?,4%,-27%,-13%
CCOC(=O)Cn1c(=O)oc2cc(S(=O)(=O)NCCc3ccc(OCC)c(OCC)c3)ccc21,-20,2,-19%,34%[activator],1%,1%
O=C(Nc1cccc(C(F)(F)F)c1)/C(=C\c1ccco1)NC(=O)c1cccs1,12,8,-22%,14%,3%,-13%
O=Cc1ccccc1-n1cncn1,-10,-3,1%,19%,0%,2%
O=c1cc(CN2CCN(CCO)CC2)c2cc3c(cc2o1)CCC3,-18,-4,-13%,13%,-6%,3%

# Grouped by structure: the entries above with bromine
SMILES,Shiga toxin inh,Cycloheximide cs,HCV inh,Pf growth 96h,Giardia FBPA inh,Pf growth 48h
Brc1ccccc1/C=N/Nc1ccccn1,51*,24*,4%,144%[activator],1%,99%[activator]
Cc1cccc(NC(=O)CN2CCN(C(=O)COc3cccc(Br)c3)CC2)c1C,/,/,-28%,?,/,?

# 18 compounds from above, arranged by molecular weight, largest number first:
SMILES,Shiga toxin inh,Cycloheximide cs,HCV inh,Pf growth 96h,Giardia FBPA inh,Pf growth 48h
Cc1ccc(Cn2nnc3c(=O)[nH]c(C4CCN(S(=O)(=O)c5ccccc5F)CC4)nc32)cc1,3,-4,?,4%,-27%,-13%
Cc1cccc(NC(=O)CN2CCN(C(=O)COc3cccc(Br)c3)CC2)c1C,/,/,-28%,?,/,?
CCc1ccc(N2C(=O)NC(=O)C(CCc3ccncc3)(CCc3ccncc3)C2=O)cc1,14,1,8%,1%,6%,?
CC(=O)c1c(N2CCN(C(=O)c3ccco3)CC2)nc(=S)n(-c2ccccc2)c1C,-7,-3,15%,/,-19%,8%
COc1ccc(-n2ncc3c2CC(C)(C)CC3NC(=O)c2c(C)cc(=O)oc2C)cc1 (configuration not stated),-9,1,-9%,26%,-3%,?
O=C(Nc1cccc(C(F)(F)F)c1)/C(=C\c1ccco1)NC(=O)c1cccs1,12,8,-22%,14%,3%,-13%
O=C(NNC(=O)C1CCCN(S(=O)(=O)c2cccc(F)c2)C1)C1CC1 (configuration not stated),-10,-2,3%,?,3%,5%
Nc1c(-c2ccccc2)c(CN2CCOCC2)nn1-c1ccccc1,-12,-9,-2%,?,-1%,-13%
Cc1sc(-c2ccccn2)nc1OC(=O)c1ccc(F)cc1F,8,5,-10%,-12%,-16%,12%
O=c1cc(CN2CCN(CCO)CC2)c2cc3c(cc2o1)CCC3,-18,-4,-13%,13%,-6%,3%
O=c1cc2c(nn1Cc1ccccc1Cl)-c1ccccc1CC2,-16,-2,1%,/,-1%,?
CCC(Cc1ccccc1)n1c(=S)[nH]c2ccccc2c1=O (configuration not stated),6,11,2%,42%[activator],-10%,?
CCN(CCO)c1ncnc2onc(-c3ccc(F)cc3)c12,-4,-1,2%,12%,9%,/
Cc1cc(C)c(C)c(S(=O)(=O)N2CCSCC2)c1C,-4,-2,5%,0%,-10%,-9%
CC1CCCCC1NC(=O)CNC(=O)c1cccs1 (configuration not stated),/,/,18%,-4%,/,8%
COC(=O)CCC(=O)Nc1ccc(NC(C)=O)cc1,10,1,6%,?,2%,?
CC(=O)c1ccc(NC(=O)Nc2ccncc2)cc1,57*,28*,-19%,5%,0%,?
O=Cc1ccccc1-n1cncn1,-10,-3,1%,19%,0%,2%
